Source: PubChem BioAssay (Sanford-Burnham Center for Chemical Genomics)
tim10-1 inh – growth inhibitors of tim10-1 mutant yeast, primary screen, luminescence, uHTS. S. cerevisiae tim10-1 ts strain growth, BacTiter-Glo, 24 h. inhibition, % at 20 µM. 330,000 tested, 2.2% active. AID 463190, 2010;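 active means inhibition of at least 40%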;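 further: mutant grown at 25 °C; 0% = DMSO wells with yeast and 100% = wells holding no yeast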
mIAP inh – inhibitors of mouse IAP, primary screen, biochemical, luminescence, uHTS; intestinal alkaline phosphatase [Mus musculus]; purified mouse IAP, CDP-Star luminescence, 30 min; inhibition, % at 10 µM; 330,000 tested, 0.2% active; AID 2806, 2010;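 active means inhibition of at least 40% at 10 µM in the primary screen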;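 further: plate controls were DMSO with enzyme for no effect and no enzyme wells for full effect; values of inactives mirror those of a sister screen read the other way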
TIM10 inh – growth inhibitors of isogenic TIM10 control yeast, primary screen, counter-screen for tim10-1 yeast inhibitor project, luminescence, uHTS; S. cerevisiae TIM10 strain growth, BacTiter-Glo luminescence, 24 h; inhibition, % at 10 µM; 330,000 tested, 1.4% active;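 active means inhibition of 40% or more at the single tested concentration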;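 further: wild-type TIM10 isogenic control strain grown at permissive 25 °C; 0% = DMSO yeast wells and 100% = minimal medium wells without yeast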
mIAP activ – activators of mouse IAP, primary screen, biochemical, luminescence, uHTS; muIAP, CDP-Star luminescence, 30 min; active compounds read high; 1 = vehicle-only enzyme signal, 0 = enzyme-free wells; activation factor at 10 µM; 330,000 tested, 0.24% active; AID 2805, 2010;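 active means activation factor of at least 2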; further: the source names both 10 and 20 µM as test concentration; values of inactives mirror those of a sister screen read the other way
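also added = chemiluminescent substrate CDP-Star | test system = mouse IAP enzyme | signal = chemiluminescence readout | compound = DMSO-dissolved test compounds | incubation = 30 min at room temperature | benchmarks = DMSO wells, no-enzyme wells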
NALP3 yeast inh – NALP3 inflammasome inhibitors in reconstituted yeast, primary screen, luminescence, uHTS. Yeast reconstituted NLRP3/ASC/caspase-1, beta-gal luminescence, 24 h. inhibition, % at 10 µM. 330,000 tested, 0.39% active. AID 2825, 2010;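 active means inhibition of 50% or more; inactive means inhibition below 50%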;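 further: plate controls were induced DMSO wells for no effect and uninduced yeast grown without galactose for full effect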
A3G deaminase – APOBEC3G DNA deaminase inhibitors, primary screen, biochemical, fluorescence, single-stranded DNA substrate, uHTS. DNA dC->dU-editing enzyme APOBEC-3G (Homo sapiens), Q9HC16. recombinant A3G, ssDNA deamination FAM/TAMRA fluorescence. inhibition, % at 20 µM. 330,000 tested, 0.28% active. AID 493012, 2011;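 active means inhibition of at least 40% at 20 µM, with no more than 30% in the related APOBEC3A deaminase screen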;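 further: plate controls were DMSO wells with A3G for no effect and wells lacking A3G enzyme for full effect; some compounds called inactive have numbers as strong as hits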
Target sequence (Q9HC16 whole entry, looked up): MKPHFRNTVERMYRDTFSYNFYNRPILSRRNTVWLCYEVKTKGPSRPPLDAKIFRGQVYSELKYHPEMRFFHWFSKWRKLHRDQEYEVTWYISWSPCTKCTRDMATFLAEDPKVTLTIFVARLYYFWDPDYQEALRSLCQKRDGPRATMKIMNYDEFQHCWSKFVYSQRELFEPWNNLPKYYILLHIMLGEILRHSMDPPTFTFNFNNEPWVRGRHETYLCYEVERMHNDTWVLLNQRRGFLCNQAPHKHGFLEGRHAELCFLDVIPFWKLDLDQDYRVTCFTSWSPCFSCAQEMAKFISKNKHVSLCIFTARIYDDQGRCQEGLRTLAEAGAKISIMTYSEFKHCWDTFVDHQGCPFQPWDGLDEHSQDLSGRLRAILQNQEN
beta cell repl – inducers of MIN6 beta-cell proliferation, primary screen, ATP luminescence, uHTS; MIN6 cells proliferation, ATPlite luminescence, 48 h; cells starved in 0.2% serum; 100% = growth in 10% serum; proliferation, % at 10 µM; 330,000 tested, 0.29% active; AID 2380, 2010;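 active means compounds whose signal lies at least 3.5 SD above the mean of all wells on their plate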;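 further: 0% = DMSO-treated cells in low-serum medium and 100% = 10% serum control; some compounds called inactive have numbers as strong as hits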
hIAP inh – human IAP inhibitors, primary screen, biochemical, luminescence, uHTS. Intestinal-type alkaline phosphatase (Homo sapiens), P09923. inhibition, % at 10 µM. purified IAP, CDP-Star luminescence, 30 min. 330,000 tested, 0.12% active;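 active means inhibition reaching a set limit with compound at 10 µM in the primary screen, cut at about 35% in these data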;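 further: plate controls were DMSO wells with enzyme for no effect and no-enzyme buffer wells for full effect; values of inactives mirror those of a sister screen read the other way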
A3A deaminase – APOBEC3A ssDNA deaminase inhibitors, primary screen, selectivity assay for APOBEC3G inhibitor project, biochemical, FAM/TAMRA oligo cleavage fluorescence | 330,000 tested, 0.41% active | AID 493011, 2011 | DNA dC->dU-editing enzyme APOBEC-3A (Homo sapiens), P31941 | recombinant A3A, FAM/TAMRA ssDNA deamination fluorescence | inhibition, % at 20 µM;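 active means at least 40% inhibition at 20 µM here, with at most 30% in a related deaminase screen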;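 further: plate controls were A3A with DMSO for no effect and wells lacking A3A enzyme for full effect; some results filed as inactive read as strong as hits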
Target sequence (P31941 whole entry, looked up): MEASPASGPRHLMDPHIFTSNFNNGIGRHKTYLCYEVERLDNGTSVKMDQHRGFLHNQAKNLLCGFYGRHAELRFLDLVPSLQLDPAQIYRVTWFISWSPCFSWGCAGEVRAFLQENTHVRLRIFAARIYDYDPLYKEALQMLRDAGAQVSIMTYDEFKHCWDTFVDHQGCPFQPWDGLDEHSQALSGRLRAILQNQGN
* marks the source's active call; other numbers are inactive results.

SMILES | tim10-1 inh | mIAP inh | TIM10 inh | mIAP activ | NALP3 yeast inh | A3G deaminase | beta cell repl | hIAP inh | A3A deaminase
COC(=O)CCC(=O)OC1(C)C(=O)C2=CN(Cc3ccco3)C(c3ccc(OC)cc3)=CC2=C(Br)C1=O (stereo not given) | 23 | 16 | 24 | 0.84 | 11 | 2 | -5 | 5 | 10
CCCCOC(=O)Cn1c2ccc(OC)cc2c2nc3ccccc3nc21 | 18 | 6 | -25 | 0.94 | 3 | -7 | -5 | -46 | 0
CC1CN(S(=O)(=O)c2cn(C)c(=O)n(C)c2=O)CC(C)O1 (stereo not given) | -9 | -16 | 1 | 1.2 | 1 | -11 | 0 | -11 | -6
O=C(c1ccccc1Cl)N1CCCC(c2nc3c(nnn3Cc3ccccc3)c(=O)[nH]2)C1 (stereo not given) | 1 | -2 | -1 | 1 | 3 | -7 | 2 | 23 | 3
CCCCN(C(=O)c1ccco1)C1CCS(=O)(=O)C1 (stereo not given) | -13 | 9 | -3 | 0.91 | 11 | -9 | 7 | 14 | 65*
O=C(CCCOc1ccc(Cl)cc1Cl)NCCc1nnc2ccccn12 | -2 | 0 | 11 | 1 | -5 | -5 | -2 | 0 | -6
CCOC(=O)c1cc(C#N)c(N2CCN(c3ccc(OC)cc3)CC2)[nH]c1=O | 13 | 2 | 2 | 0.98 | 39 | -4 | -2 | -36 | 3
CCN(CC)/C(=N/S(=O)(=O)c1ccc(C)cc1)c1ccccc1 | 6 | 4 | 12 | 0.96 | 0 | -11 | 1 | -42 | -6
CCn1cc(C2=NC(CC(C)C)CO2)c2ccccc21 (stereo not given) | 0 | -6 | -12 | 1.1 | -8 | -1 | -4 | -4 | 1
CC(C)=CCN1CCN(Cc2cc(CC(C)C)n[nH]2)CC1CCO (stereo not given) | -8 | -8 | -6 | 1.1 | -4 | -1 | 1 | -12 | 3
Cc1nn(Cc2ccccc2Cl)c(C)c1NC(=O)c1noc(C(C)C)c1[N+](=O)[O-] | 20 | -7 | -3 | 1.1 | 1 | -5 | 5 | -28 | -10
Cc1ccc2c(c1)-c1c(cnn1CC(=O)N(CCC#N)c1ccccc1)CO2 | 10 | 6 | 8 | 0.94 | -1 | 0 | 6 | 2 | 1
O=C(NCCC(=O)N1CCN(c2ccccc2O)CC1)c1ccc(Cl)cc1 | -24 | 5 | -14 | 0.95 | 13 | -11 | 1 | -2 | -2
O=C(NNC(=O)C12CC3CC(CC(O)(C3)C1)C2)c1csc(N2CCOCC2)n1 | 1 | 4 | 2 | 0.96 | 3 | 0 | -1 | -57 | 2
COc1cc(NC(=S)Nc2cccc(Cl)c2Cl)c(OC)cc1Cl | 42* | 12 | 35 | 0.88 | 18 | -4 | -6 | -6 | -19

An excerpt from above in order of SMILES length, descending:
SMILES | tim10-1 inh | mIAP inh | TIM10 inh | mIAP activ | NALP3 yeast inh | A3G deaminase | beta cell repl | hIAP inh | A3A deaminase
O=C(NCCC(=O)N1CCN(c2ccccc2O)CC1)c1ccc(Cl)cc1 | -24 | 5 | -14 | 0.95 | 13 | -11 | 1 | -2 | -2
O=C(CCCOc1ccc(Cl)cc1Cl)NCCc1nnc2ccccn12 | -2 | 0 | 11 | 1 | -5 | -5 | -2 | 0 | -6
CCn1cc(C2=NC(CC(C)C)CO2)c2ccccc21 (stereo not given) | 0 | -6 | -12 | 1.1 | -8 | -1 | -4 | -4 | 1

Other records follow:
SMILES | tim10-1 inh | mIAP inh | TIM10 inh | mIAP activ | NALP3 yeast inh | A3G deaminase | beta cell repl | hIAP inh | A3A deaminase
C=C[C@@H]1c2cc(C)ccc2N(S(=O)(=O)c2ccc(C)cc2)[C@H](c2ccc(OC(C)=O)cc2)C1(C#N)C#N | 24 | 8 | 11 | 0.92 | -21 | -5 | -7 | 9 | -3
COc1cc(OC)cc(C(=O)NC(=S)Nc2ccc(N3CCCC3)cc2)c1 | 13 | 24 | 16 | 0.76 | 11 | -3 | 0 | -4 | 0
COc1ccc(C(N)CCc2ccc(C)o2)cc1 (stereo not given) | 9 | 5 | -1 | 0.95 | 19 | -5 | -3 | -7 | -5
O=C(Nc1ccc(Cl)cn1)C1CCCN1S(=O)(=O)c1cccc2ccccc12 (stereo not given) | 27 | 9 | 27 | 0.91 | 8 | -7 | -3 | 3 | -3
CCOC(=O)c1c(S(=O)(=O)N2CCCCCC2)c(C)n(C)c1C | 16 | 10 | 5 | 0.9 | 4 | -2 | -3 | 15 | -3
CCCN(CCC)C(=O)c1ccc2c(c1)N(Cc1ccccc1)C(=O)CS2=O (stereo not given) | 21 | -7 | 11 | 1.1 | 1 | 6 | 2 | -6 | 3
C#CCOCCOCCOCCNc1nc(N2CCN(C(=O)[C@H](Cc3cc4ccccc4[nH]3)n3cc(C(N)CC(C)C)nn3)CC2)nc(N2CCN(C(=O)[C@H](CCC(=O)O)n3cc(C(N)[C@H](C)CC)nn3)CC2)n1 (stereo not given in full) | 21 | 2 | 9 | 0.98 | -2 | -2 | -3 | -8 | 1
CN(C)C(=S)Nc1ccc(N2CCOCC2)cc1 | -16 | 0 | 0 | 1 | 3 | -2 | -2 | -6 | -2
Cc1nc2ccccn2c1C(=O)N=Nc1c(O)n(CCC(C)C)c2ccccc12 | 34 | 2 | -23 | 0.98 | -6 | -11 | 0 | 16 | -2
CCn1c(C)cc2c(c1=O)C(c1ccc3c(c1)OCO3)C(C#N)=C(N)O2 (stereo not given) | 6 | 6 | -5 | 0.94 | 1 | -2 | 2 | 19 | 4
O=C(Nc1ccccn1)c1ccc(Cl)c(S(=O)(=O)N2CCc3ccccc32)c1 | 22 | 6 | 1 | 0.94 | 15 | -8 | -6 | -7 | -7
CCCCN(c1ccccc1)S(=O)(=O)c1ccc2c(c1)CCN2C(=O)CCC(=O)O | 26 | -3 | 8 | 1 | -8 | -10 | -1 | -28 | 1
CCc1ccc(N(CC)C(=O)Cc2c(C(=O)O)n(C)c3ccccc23)cc1 | 11 | 5 | 20 | 0.95 | 10 | -12 | 0 | 11 | -6
O=C(NCC1CCCO1)c1cc2ccccc2[nH]1 (stereo not given) | 20 | -6 | -3 | 1.1 | -7 | 5 | 0 | 4 | 0
CCOc1cc(N2CCOCC2)c(OCC)cc1NC(=O)c1ccccc1 | 6 | -8 | -13 | 1.1 | 15 | -5 | 0 | -2 | -3
COc1ccccc1CNC(=O)Cn1cccc1C(=O)c1ccccc1C | 19 | -1 | 4 | 1 | 3 | 0 | -3 | 8 | 0
CSCCC(NC(=O)c1ccccc1)C(=O)N1CC(C)OC(C)C1 (stereo not given) | -8 | -6 | 1 | 1.1 | 4 | -3 | -1 | 11 | -3
Cc1cc[n+](CC(=O)c2cccc([N+](=O)[O-])c2)c2ccccc12 | 0 | 3 | 4 | 0.97 | 24 | -4 | 0 | 9 | 3
Brc1ccc(-c2cnnc(N3CCCC3)n2)cc1 | 31 | -4 | 3 | 1 | 14 | -3 | -3 | -21 | -6
O=[N+]([O-])c1ccc(N2CCN(S(=O)(=O)c3ccc4ccccc4c3)CC2)cc1NCc1ccco1 | 6 | 8 | 3 | 0.92 | 22 | 0 | -1 | 17 | -2
COC(=O)C1=CN(Cc2ccccc2)C=C(C(=O)OC)C1c1ccc(OC)c(OC)c1 | 25 | -23 | 14 | 1.2 | 19 | 2 | -2 | -32 | -1
Cn1c(=O)c2cc(S(=O)(=O)NCCC(=O)NC3CCCCCC3)ccc2n(C)c1=O | 0 | -7 | -7 | 1.1 | 18 | 1 | 1 | -21 | 3
CCc1ccc(/C=N/NC(=O)c2nnn(-c3nonc3N)c2C(C)C)cc1 | -5 | 6 | -1 | 0.94 | 5 | 13 | -1 | 34 | 3
COc1cc(/C=N/NC(=O)CCC(=O)NCc2ccccc2)cc(OC)c1OC | 18 | -4 | 1 | 1 | 11 | 3 | 0 | 1 | 0
Cc1ccc(-c2cc(C(=O)N3CCOCC3)c3ccccc3n2)o1 | -3 | -6 | 0 | 1.1 | 16 | -3 | -2 | -2 | -2
C=CCn1c(-c2cccc([N+](=O)[O-])c2)n[nH]c1=S | 14 | 3 | 4 | 0.97 | 22 | 43* | -4 | 4 | -2
COC(=O)c1cc(S(=O)(=O)NCc2ccccc2Cl)c[nH]1 | -16 | -13 | 0 | 1.1 | 11 | -8 | 0 | 11 | -1
CCOc1cc(C2C3=C(CC(C)(C)CC3=O)N(CCOC)C3=C2C(=O)CC(C)(C)C3)ccc1O | 7 | 3 | -6 | 0.97 | 8 | -4 | -2 | -3 | -6
COc1ccc(N2C(=O)[C@@H]3[C@H](C2=O)[C@H](C(=O)c2ccc(OC(C)=O)cc2)N2N=CC=C[C@@H]32)cc1 | 21 | 9 | 10 | 0.91 | 5 | -5 | 0 | -1 | -7
O=C(COC(=O)c1cc(Cl)ccc1O)Nc1ccccc1C(=O)NC1CC1 | 3 | -1 | -7 | 1 | 31 | -2 | 0 | 8 | 0
CCCc1ccc(C(=O)/C=C/N(C)C)cc1 | 18 | 4 | 15 | 0.96 | 15 | -3 | -4 | 6 | -1
COc1ccc(CNc2nc(-c3cccnc3)nn2C(=O)c2cccs2)cc1 | 12 | -15 | -6 | 1.1 | 25 | -6 | -1 | 10 | -2
Cc1cccc2cc3c(N)c(C#N)sc3nc12 | 30 | -1 | 15 | 1 | 14 | -8 | 6 | 1 | 0
COc1ccc(C2N3CC4(C)CN2CC(C)(C3)C4)cc1OC (stereo not given) | 12 | 8 | -15 | 0.92 | -10 | -5 | -1 | -6 | -5
Cc1ccc(S(=O)(=O)NC(CC(=O)O)c2ccccc2)c(C)c1 (stereo not given) | -4 | 8 | 0 | 0.92 | 13 | -4 | 2 | -7 | -6
CC(=O)c1cccc(NC(=O)Cn2nc(-c3ccccc3Cl)ccc2=O)c1 | 6 | 10 | 4 | 0.9 | 9 | -7 | -3 | 4 | 0
CCOCCCNc1nc(=S)[nH]c2cc(OC)c(OC)cc12 | -3 | -2 | 12 | 1 | 9 | -5 | 7.2* | 0 | -4
O=C1CSC(c2cccs2)N1c1ccccc1 (stereo not given) | -7 | -2 | -11 | 1 | 13 | -1 | -2 | 4 | -1
Cc1nn(-c2ccccc2)c2c1C(c1ccco1)C(C#N)=C(N)O2 (stereo not given) | 7 | 5 | 8 | 0.95 | 16 | -5 | -1 | 5 | -1
CCOc1ccc(-n2c(=S)sc3c(=O)n(-c4ccccc4)c(SCC(=O)O)nc32)cc1 | 10 | 4 | 9 | 0.95 | 36 | -9 | -1 | 2 | -4
CCn1cc(C2CC(=O)NC2=O)c2ccccc21 (stereo not given) | 6 | -2 | -10 | 1 | -12 | -9 | 0 | 2 | -1

Outcome played no part in choosing rows. Share with any hit: about 4.6%.
